Tcruzi prolif: T. cruzi intracellular proliferation inhibitors, primary screen, cell-based, beta-gal Tulahuen parasites, NIH3T3 host, luminescence. AID 624255, 2012. 5.9% of 77,000 active. inhibition, % at 8.34 µM. T. cruzi beta-gal in NIH3T3, GalScreen luminescence, 90 h;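 active = mean inhibition above about 93%, with at least 55% of replicates each passing it, limit read from the data, passing the limit was not always enough; inconclusive = only one of those two conditions holds; inactive = neither condition holds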
C diff HTS: C. difficile growth inhibitors, primary screen, HTS | Clostridium difficile clinical isolate growth, OD600, 24 h; stronger effect = lower value | 0.25% of 86,000 active | growth activity, negative = inhibition, % at 16 µg/mL (by protocol);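 active = mean growth activity at or below -80% and every replicate also at or below -80%; inconclusive = mean at or below -80% but some replicate above -80%; inactive = mean growth activity above -80%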;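 note: 0% = DMSO wells and -100% = levofloxacin 16 µg/mL wells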
KDM4C inh: inhibitors of GASC-1 (KDM4C) histone demethylase, primary screen, biochemical, single concentration HTS. GST-KDM4C 2-372, H3K9me3 peptide, LANCE TR-FRET. inhibition, % at 12.5 µM. 0.15% of 96,000 active. AID 720574, 2013. Lysine-specific demethylase 4C (Homo sapiens), Q9H3R0;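 active = mean replicate inhibition above about 25%, with at least 55% of replicates also reaching it, limit read from the data, passing the limit was not always enough; inconclusive = only one of those two conditions met; inactive = neither condition met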
Target sequence (Q9H3R0 2-372 limits assumed): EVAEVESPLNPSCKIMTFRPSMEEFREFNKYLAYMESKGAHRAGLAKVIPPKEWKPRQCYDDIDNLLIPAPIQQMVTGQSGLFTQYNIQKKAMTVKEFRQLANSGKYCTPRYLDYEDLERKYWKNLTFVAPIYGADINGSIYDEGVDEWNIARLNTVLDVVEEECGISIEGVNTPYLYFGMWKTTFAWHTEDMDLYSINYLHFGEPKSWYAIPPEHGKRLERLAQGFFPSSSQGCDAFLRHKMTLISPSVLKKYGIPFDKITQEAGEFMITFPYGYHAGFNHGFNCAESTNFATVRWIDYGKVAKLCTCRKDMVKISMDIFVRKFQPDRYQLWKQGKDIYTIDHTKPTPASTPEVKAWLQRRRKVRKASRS
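System – N-terminal GST-fused human GASC-1 (KDM4C) fragment, residues 2-372 · Input – enzyme final amount 10 nM · Technique – LANCE TR-FRET, Eu antibody, ULight-streptavidin, EDTA, ex 340 nm, em 618/671 nm · Medium – HEPES buffer, pH 7.5, plus ascorbate · Incubation – enzyme reaction 30 min, then detection 60 min, both room temperature · Reagent – H3K9me3 peptide with Fe(II)/2OG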
Pf Dd2 growth: P. falciparum Dd2 growth inhibitors, primary screen, SYBR Green fluorescence, single dose replicates. 2.3% of 94,000 active. activity change, % at 10 µM. 72 h; stronger effect = lower value; in the data active = activity change below about -80%; inconclusive = no clear call, values can overlap the other calls
Active calls of the source: *; ? = inconclusive; / = no result given; & = joins results of further samples.

SMILES	Tcruzi prolif	C diff HTS	KDM4C inh	Pf Dd2 growth
CC(C)CC#Cc1ccc2c(c1)O[C@@H](CN(C)C(=O)Nc1ccccc1)[C@H](C)CN([C@@H](C)CO)S2(=O)=O	121*	-17	0.0	-30
CCCNC(=O)C[C@H]1CC[C@H]2[C@H](COc3ccc(NC(=O)c4ccccc4)cc3C(=O)N2C)O1	-11	-7	-0.1	8
COCC(=O)Nc1ccc2c(c1)[C@@H]1C[C@@H](CC(=O)NCc3cccc(F)c3)O[C@@H](CO)[C@@H]1O2	/	2	4.5	-1
COC(=O)[C@H]1[C@H](CO)[C@H]2Cn3c(ccc(-c4ccccc4OC)c3=O)[C@H]2N1CC1CCCCC1	/	-2	3.8	-14
O=C(C[C@@H]1CC[C@@H]2[C@H](COC[C@H](O)CN2Cc2ccc3c(c2)OCO3)O1)N1CCOCC1	18	/	0.5	5
COc1ccc(S(=O)(=O)N2C[C@H](O)COC[C@H]3O[C@H](CC(=O)NCCN4CCCCC4)CC[C@@H]32)cc1	/	-1&-6	1.9	28
CC(C)NC(=O)Nc1cccc2c1O[C@@H](CN(C)C(=O)NC(C)C)[C@@H](C)CN([C@H](C)CO)C2=O	44	-3	0.3	7
O=C(C1CC1)N1C[C@@H]2[C@H](c3ccccc31)[C@H](CO)N2C(=O)c1cccc(F)c1	50	-8	3.6	0
CC(C)NC(=O)N(C)C[C@H]1Oc2ccc(NS(=O)(=O)c3ccc(Cl)cc3)cc2C(=O)N([C@@H](C)CO)C[C@H]1C	16	1	0.4	0
C[C@@H]1CN([C@H](C)CO)C(=O)c2cc(NC(=O)C3CCCCC3)ccc2O[C@@H]1CN(C)S(=O)(=O)c1ccc(Cl)cc1	51	-4	/	5
C[C@H]1CN([C@@H](C)CO)C(=O)Cc2cc(NC(=O)Nc3ccc4c(c3)OCO4)ccc2O[C@H]1CN(C)Cc1ccc(C(=O)Nc2ccccc2N)cc1	/	-2	0.4	-81*
O=C(O)C[C@@H]1C[C@H]2c3cc(NC(=O)NC4CCCC4)ccc3O[C@H]2[C@H](CO)O1	0	/	1.6	18
C[C@H]1CN([C@@H](C)CO)C(=O)c2cc(C#CCN(C)C)cnc2O[C@@H]1CN(C)Cc1ccc(-c2ccccc2)cc1	108*	-4	2.1	/
CN1C(=O)c2cc(NC(=O)Cc3ccccc3)ccc2OC[C@@H]2O[C@H](CC(=O)NCC3CC3)CC[C@@H]21	-15	-2	-1.3	3
C[C@H](CO)N1C[C@H](C)[C@@H](CN(C)CC2CCCCC2)Oc2ccc(NC(=O)Cc3ccccc3)cc2C1=O	-30	0	1.4	3
COc1ccc(NC(=O)N2CCCCN3[C@H](CO)[C@H](c4ccc(C#Cc5ccccn5)cc4)[C@@H]3C2)cc1	44	-6	1.2	?
CNC(=O)C[C@@H]1CC[C@@H]2[C@H](COC[C@H](O)CN2Cc2ccccc2F)O1	/	0&-3	-0.8	23
C[C@H](CO)N1C[C@H](C)[C@@H](CN(C)C(=O)Nc2ccccc2)OCCCC[C@H](C)Oc2ccc(NS(=O)(=O)c3ccc(F)cc3)cc2C1=O	26	3	0.2	-11
COc1ccc(S(=O)(=O)N(C)C[C@@H]2Oc3ccc(NS(=O)(=O)c4ccc(C)cc4)cc3CC(=O)N([C@H](C)CO)C[C@H]2C)cc1	-3	-5	0.2	-20
C[C@@H]1CCCCO[C@H](CN(C)S(=O)(=O)c2cccs2)[C@@H](C)CN([C@H](C)CO)C(=O)c2cc(NC(=O)NC3CCCCC3)ccc2O1	28	5	0.7	-46
C[C@H]1CN([C@@H](C)CO)C(=O)c2cc(C#Cc3cccc(F)c3)cnc2O[C@H]1CN(C)CC1CCCC1	/	19	-0.8	-68
COc1ccc(C#Cc2ccc3c(c2)[C@H]2[C@H](CCN2Cc2ccncc2)[C@H](CO)N3)cc1	/	47	-0.7	-94*
C[C@H](CO)N1C[C@H](C)[C@H](CN(C)C(=O)Nc2cccc3ccccc23)OCc2cn(nn2)CCCC1=O	-17	2	1.1	-7
COc1cccc(NC(=O)N(C)C[C@@H]2Oc3cc(-c4ccccc4F)ccc3S(=O)(=O)N([C@@H](C)CO)C[C@H]2C)c1	68	-5	-0.9	-14
COc1cccc(S(=O)(=O)Nc2ccc3c(c2)[C@H]2C[C@H](CC(=O)NCc4cccc(F)c4)O[C@H](CO)[C@H]2O3)c1	58	-5	-0.4	-32
CC(C)NC(=O)N(C)C[C@@H]1OCCCC[C@@H](C)Oc2ccc(NC(=O)Nc3ccccc3)cc2C(=O)N([C@H](C)CO)C[C@@H]1C	2	0	0.3	-1
CNC(=O)C[C@@H]1CC[C@@H]2[C@H](COc3ccc(NC(=O)Nc4ccc(Cl)cc4)cc3C(=O)N2C)O1	27	6	-1.8	-29
CN1C(=O)c2cc(NC(=O)c3cccc(F)c3)ccc2OC[C@H]2O[C@@H](CC(=O)N3CCc4ccccc4C3)CC[C@H]21	104*	-7	-2.8	-2
C[C@@H]1CN([C@@H](C)CO)C(=O)c2cc(-c3cccc(C#N)c3)cnc2O[C@H]1CN(C)Cc1cccnc1	/	1	1.3	-38
C[C@H]1CN([C@@H](C)CO)C(=O)Cc2cc(NC(=O)C3CC3)ccc2O[C@H]1CN(C)C(=O)Nc1ccc2c(c1)OCO2	-24	1	0.8	-1
CC(=O)N1CC(=O)N2[C@H](CO)[C@H](c3ccc(C#Cc4cccnc4)cc3)[C@@H]2C1	/	2	-0.7	4
C[C@@H]1CCCCO[C@H](CN(C)Cc2ccc(C(=O)O)cc2)[C@H](C)CN([C@@H](C)CO)C(=O)c2cc(NC(=O)Nc3ccc4c(c3)OCO4)ccc2O1	-18	1	0.3	38
COC(=O)C[C@@H]1C[C@@H]2c3cc(N(C)C)ccc3O[C@@H]2[C@@H](CO)O1	-26	-1	/	2
C[C@H]1CCCCO[C@@H](CN(C)C(=O)Nc2ccccc2)[C@@H](C)CN([C@@H](C)CO)C(=O)c2cc(N(C)C)ccc2O1	31	-2	1.4	0
CN1CCN(C(=O)C[C@@H]2CC[C@H]3[C@@H](COC[C@H](O)CN3C(=O)c3ccccc3F)O2)CC1	-46	1&-3	-2.2	/
Cc1noc(C)c1NC(=O)N(C)C[C@H]1OCCCC[C@@H](C)Oc2ccc(NC(=O)c3ccccc3)cc2C(=O)N([C@@H](C)CO)C[C@@H]1C	13	/	-0.3	-19
COc1ccc(S(=O)(=O)N(C)C[C@@H]2Oc3ccc(NS(=O)(=O)c4ccc(Cl)cc4)cc3C(=O)N([C@H](C)CO)C[C@@H]2C)cc1	5	/	-1.7	-24
CNC[C@H]1Oc2cc(C#CCN(C)C)ccc2S(=O)(=O)N([C@H](C)CO)C[C@H]1C	-10	3	3.7	13
CC(=O)N1[C@@H]2Cn3c(cccc3=O)[C@H]1[C@@H](C(=O)NCc1ccc(F)cc1)[C@@H]2CO	-21	-8	-2.5	43
COCC(=O)N(C[C@@H]1N[C@@H](CO)[C@@H]1c1ccc(C2=CCCC2)cc1)C(C)C	-51	15	0.9	-10
C[C@@H]1CN([C@H](C)CO)C(=O)c2cccc(NS(=O)(=O)c3ccccc3)c2O[C@@H]1CN(C)S(=O)(=O)c1cccs1	41	-26	5.4	-37
COc1ccc2c3c([nH]c2c1)[C@H](CO)N(C(=O)Nc1ccc(F)cc1)CC31CN(C(=O)Cc2ccncc2)C1	/	-4	1.1	-38
Cc1ccc(S(=O)(=O)Nc2ccc3c(c2)C(=O)N([C@@H](C)CO)C[C@H](C)[C@@H](CN(C)Cc2ccncc2)OCCCC[C@@H](C)O3)cc1	47	/	2.3	-52
C[C@@H]1CN([C@H](C)CO)C(=O)c2cc(NS(=O)(=O)c3ccc(Cl)cc3)ccc2O[C@@H](C)CCCCO[C@@H]1CN(C)C(=O)c1ccncc1	29	/	1.4	6
CC(C)NC(=O)N[C@@H]1CC[C@@H](CCn2cc(-c3ccccc3)nn2)O[C@@H]1CO	16	1	-0.3	-4
COc1ccc(NC(=O)Nc2cccc3c2O[C@@H](CN(C)C(=O)Nc2ccc(OC)cc2)[C@@H](C)CN([C@H](C)CO)C3=O)cc1	37	-17	-0.1	-46
CO[C@@H]1CC[C@@H]2CCOc3ccc(C#N)cc3C(=O)N(C)CCCC(=O)N(C)C[C@@H]1O2	8	1	0.2	/
CCCC#Cc1ccc2c(c1)O[C@H](CN(C)C(=O)c1cnccn1)[C@H](C)CN([C@@H](C)CO)S2(=O)=O	53	6	-1.3	5
C[C@@H]1CN([C@H](C)CO)C(=O)c2cccc(NS(C)(=O)=O)c2O[C@@H]1CN(C)Cc1ccc(C(=O)O)cc1	15	-3	-4.8	16
Cc1noc(C)c1NC(=O)N[C@@H]1CC[C@@H](CCNC(=O)C2CCCCC2)O[C@@H]1CO	-115	2	-0.5	11
C[C@H]1CN([C@@H](C)CO)C(=O)c2cc(-c3cncnc3)cnc2O[C@H]1CN(C)Cc1ccc(Oc2ccccc2)cc1	/	-13	0.5	-5
C[C@@H]1CN([C@@H](C)CO)S(=O)(=O)c2ccc(C#CCN(C)C)cc2O[C@H]1CN(C)Cc1ccccc1	109*	-3	0.6	-54
C[C@H]1CN([C@@H](C)CO)C(=O)c2cccc(N(C)C)c2O[C@@H]1CN(C)C(=O)Nc1ccc(C(F)(F)F)cc1	40	2	-1.3	-15
CC(C)NC(=O)Nc1ccc2c(c1)C(=O)N([C@H](C)CO)C[C@H](C)[C@H](CN(C)Cc1ccc(C(=O)O)cc1)O2	18	-2	-0.3	11
CCCC(O)C#Cc1cnc2c(c1)C(=O)N([C@H](C)CO)C[C@H](C)[C@H](CN(C)S(=O)(=O)c1ccc(C)cc1)O2 (stereo partly drawn)	/	6	-1.2	-23
CN1CCN(C(=O)C[C@@H]2C[C@@H]3c4cc(NC(=O)Nc5ccc(F)cc5)ccc4O[C@@H]3[C@@H](CO)O2)CC1	-24	1	-0.8	-30
C[C@@H]1CN([C@@H](C)CO)C(=O)Cc2cc(NS(=O)(=O)c3cn(C)cn3)ccc2O[C@@H]1CN(C)Cc1ccc(C(=O)Nc2ccccc2N)cc1	46	-4	10	-10
CCCN1C[C@@H](C)[C@@H](OC)CN(C)C(=O)c2ccc(NC(=O)C3CCC3)cc2OC[C@@H]1C	-11	/	0.1	-14
COc1ccc(S(=O)(=O)N(C)C[C@@H]2Oc3ccc(NC(=O)Nc4ccc(C(F)(F)F)cc4)cc3CC(=O)N([C@H](C)CO)C[C@@H]2C)cc1	-91	2	5.4	-20
C[C@H]1CN([C@@H](C)CO)C(=O)Cc2cc(NC(=O)Cn3cnnn3)ccc2O[C@@H]1CN(C)Cc1ccc(C(=O)Nc2ccccc2N)cc1	/	-2	?	-32
C[C@@H]1CN([C@@H](C)CO)C(=O)c2cc(-c3ccc(C#N)cc3)cnc2O[C@@H]1CN(C)Cc1cncnc1	/	-1	5.5	23
O=C(Nc1cccc(F)c1)N1CC(=O)N2[C@H](C1)[C@@H](c1ccc(Br)cc1)[C@@H]2CO	/	16	-0.9	-2

Rewritten in markdown: 10 of the compounds above.
| canonical_smiles | Tcruzi prolif | C diff HTS | KDM4C inh | Pf Dd2 growth |
| --- | --- | --- | --- | --- |
| C[C@H]1CN([C@@H](C)CO)C(=O)c2cccc(N(C)C)c2O[C@@H]1CN(C)C(=O)Nc1ccc(C(F)(F)F)cc1 | 40 | 2 | -1.3 | -15 |
| CC(C)NC(=O)Nc1ccc2c(c1)C(=O)N([C@H](C)CO)C[C@H](C)[C@H](CN(C)Cc1ccc(C(=O)O)cc1)O2 | 18 | -2 | -0.3 | 11 |
| CCCC(O)C#Cc1cnc2c(c1)C(=O)N([C@H](C)CO)C[C@H](C)[C@H](CN(C)S(=O)(=O)c1ccc(C)cc1)O2 (stereo partly drawn) | / | 6 | -1.2 | -23 |
| CN1CCN(C(=O)C[C@@H]2C[C@@H]3c4cc(NC(=O)Nc5ccc(F)cc5)ccc4O[C@@H]3[C@@H](CO)O2)CC1 | -24 | 1 | -0.8 | -30 |
| C[C@@H]1CN([C@@H](C)CO)C(=O)Cc2cc(NS(=O)(=O)c3cn(C)cn3)ccc2O[C@@H]1CN(C)Cc1ccc(C(=O)Nc2ccccc2N)cc1 | 46 | -4 | 10 | -10 |
| CCCN1C[C@@H](C)[C@@H](OC)CN(C)C(=O)c2ccc(NC(=O)C3CCC3)cc2OC[C@@H]1C | -11 | / | 0.1 | -14 |
| COc1ccc(S(=O)(=O)N(C)C[C@@H]2Oc3ccc(NC(=O)Nc4ccc(C(F)(F)F)cc4)cc3CC(=O)N([C@H](C)CO)C[C@@H]2C)cc1 | -91 | 2 | 5.4 | -20 |
| C[C@H]1CN([C@@H](C)CO)C(=O)Cc2cc(NC(=O)Cn3cnnn3)ccc2O[C@@H]1CN(C)Cc1ccc(C(=O)Nc2ccccc2N)cc1 | / | -2 | ? | -32 |
| C[C@@H]1CN([C@@H](C)CO)C(=O)c2cc(-c3ccc(C#N)cc3)cnc2O[C@@H]1CN(C)Cc1cncnc1 | / | -1 | 5.5 | 23 |
| O=C(Nc1cccc(F)c1)N1CC(=O)N2[C@H](C1)[C@@H](c1ccc(Br)cc1)[C@@H]2CO | / | 16 | -0.9 | -2 |
